GLD-1 TGE inh: GLD-1-TGE RNA interaction inhibition (C. elegans). purified GLD-1 + fluorescein TGE RNA, fluorescence polarization. actives 0.44% (n = 320,000). Q17339. inhibition, % at 5.96 µM;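 active = percent inhibition above a per-plate cutoff, the plate mean of test compounds plus 3 SD, cut at about 30% in these data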;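 also: 0% = DMSO wells with GLD-1 and probe and 100% = wells lacking GLD-1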
GRK2 inh: inhibitors of human GRK2 displacing RNA aptamer; P25098; bead flow cytometry, FAM-aptamer displacement from GRK2; inhibition of aptamer binding, % at 10 µM; actives 0.59% (n = 330,000); AID 488847;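 active = inhibition of aptamer binding above 40%, roughly 3 SD of noise, on plates passing a quality check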;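 also: median bead fluorescence of bound FAM aptamer so fluorescent compounds give negative values; no value below 0 was filed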
MEX-5 binding: C. elegans MEX-5 TCR-2 RNA binding activity | Q9XUB2 | MEX-5/FITC-TCR2 RNA binding, fluorescence polarization; active compounds read low | activity score (negative = inhibition of binding), % at 10 µM | actives 0.38% (n = 300,000) | AID 1832;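 active = inhibition past about -25% in most replicates, and total fluorescence under double the plate's negative control median, limit read from the data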;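 also: 0% = DMSO and -100% = 5 µM competing unlabeled TCR2 RNA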
Target sequence (Q9XUB2 whole entry, looked up): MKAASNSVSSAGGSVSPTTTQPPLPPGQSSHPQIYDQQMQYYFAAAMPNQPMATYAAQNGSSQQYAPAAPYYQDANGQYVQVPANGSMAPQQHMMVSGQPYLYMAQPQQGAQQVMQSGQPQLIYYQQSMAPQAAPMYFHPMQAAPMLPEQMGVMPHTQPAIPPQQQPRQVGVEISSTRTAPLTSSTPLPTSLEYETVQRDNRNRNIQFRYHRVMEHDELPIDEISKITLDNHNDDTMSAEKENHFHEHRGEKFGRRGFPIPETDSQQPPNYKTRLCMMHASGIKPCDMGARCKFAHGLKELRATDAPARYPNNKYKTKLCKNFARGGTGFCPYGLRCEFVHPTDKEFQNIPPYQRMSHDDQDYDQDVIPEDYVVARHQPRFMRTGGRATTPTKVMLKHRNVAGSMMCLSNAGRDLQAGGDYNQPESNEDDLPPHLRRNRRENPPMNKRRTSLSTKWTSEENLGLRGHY
MCL1 BIM primary: inhibitors of human MCL1 binding to BIM-BH3 peptide; GST-MCL1 / FITC-Bim-BH3 fluorescence polarization; Q07820; actives 0.68% (n = 320,000); AID 2057; inhibition, % at 10.9 µM;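 active = inhibition above the mean inhibition of all tested compounds plus 3 SD, set per campaign, cut at about 40% in these data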;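 also: 0% = DMSO wells and 100% = unlabeled Bim-BH3 peptide control; higher means more loss of mP so more displacement of Bim peptide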
Target sequence (Q07820 whole entry, looked up): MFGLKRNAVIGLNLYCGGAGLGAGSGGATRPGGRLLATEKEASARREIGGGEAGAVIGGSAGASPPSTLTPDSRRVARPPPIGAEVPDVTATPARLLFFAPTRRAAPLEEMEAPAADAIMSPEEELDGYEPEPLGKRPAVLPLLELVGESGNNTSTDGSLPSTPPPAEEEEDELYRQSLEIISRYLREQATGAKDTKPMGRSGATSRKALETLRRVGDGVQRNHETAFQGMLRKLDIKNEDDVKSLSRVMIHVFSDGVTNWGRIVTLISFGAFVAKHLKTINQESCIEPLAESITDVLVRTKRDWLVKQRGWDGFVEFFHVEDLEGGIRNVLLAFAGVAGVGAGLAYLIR
CIT2-GFP yeast: yeast TOR pathway CIT2-GFP modulation | AID 2029 | S. cerevisiae CIT2-GFP strain, flow cytometry, 3 h; 100 means same as DMSO wells | GFP response vs DMSO, % at 10 µM | actives 0.065% (n = 320,000);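 active = GFP response relative to DMSO above a set limit, near the screen mean plus 3 SD, cut at about 150% in these data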;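 also: ratio of well median GFP fluorescence to mean of DMSO wells on the plate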
VLA-4 inh: inhibition in a human VLA-4 binding assay. AID 2557. P13612. actives 0.2% (n = 330,000). VLA-4 expressing cells, ligand binding flow cytometry. inhibition, % (about 7 µM as worked out from the volumes in the protocol); in the data active = inhibition above about 50%
AGP1-GFP MLPCN: modulators of TOR pathway AGP1-GFP in S. cerevisiae; actives 0.02% (n = 320,000); GFP response vs DMSO, % at 10 µM; S. cerevisiae AGP1-GFP multiplex flow cytometry, 3 h; GFP as percent of DMSO wells;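 active = GFP response relative to DMSO above a set limit, near screen average plus 3 SD, cut at about 150% in these data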;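 also: median GFP channel fluorescence of the gated AGP1 strain per well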
Yeast superoxide: lowers age-related superoxide in aged yeast cells; S. cerevisiae aged cells, superoxide DHE fluorescence; active compounds read low; superoxide response (% of plate mean), % at 10 µM; actives 0.18% (n = 330,000);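 active = superoxide response under a set limit, about three screen SD below normal, cut at about 65% in these data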;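 also: yeast aged for seven days with compound at 30 °C before DHE staining; 100% = average MFI of all compound-treated wells on the plate with controls excluded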
BCLXL inh: inhibitors of human Bcl-xL; GST-Bcl-xL / FITC-Bim BH3 peptide fluorescence polarization; inhibition, % at 10.9 µM; actives 0.7% (n = 320,000);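 active = inhibition above the mean of all tested compounds plus 3 SD, cutoff set per campaign, cut at about 30% in these data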;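 also: 0% = DMSO wells and 100% = unlabeled Bim-BH3 peptide competitor; inhibitors lower millipolarization by displacing the labeled peptide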
Target sequence (Q07817 whole entry, looked up): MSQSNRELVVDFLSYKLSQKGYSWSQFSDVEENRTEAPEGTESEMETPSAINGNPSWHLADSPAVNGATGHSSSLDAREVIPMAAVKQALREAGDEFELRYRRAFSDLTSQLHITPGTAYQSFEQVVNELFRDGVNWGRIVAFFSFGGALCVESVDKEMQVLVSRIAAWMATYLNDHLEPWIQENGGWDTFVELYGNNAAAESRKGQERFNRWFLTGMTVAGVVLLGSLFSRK
The depositor's hits bear a star; i = inactive; . = not tested or not shown.

Below each compound – CIT2-GFP yeast	MEX-5 binding	GLD-1 TGE inh	MCL1 BIM primary	Yeast superoxide	GRK2 inh	BCLXL inh	AGP1-GFP MLPCN	VLA-4 inh
Cc1cc(C)c(S(=O)(=O)Nc2ccc(O)cc2)c(C)c1
  97.2	1.3	-3.6	2.4	94.0	1.0	10.5	100.2	-8.0
COc1ccc(N2CCN(C(=O)COC(=O)CCOc3ccc(C(C)(C)C)cc3)CC2)cc1
  97.4	-0.2	5.3	8.2	107.5	1.0	1.5	101.6	0.8
Cc1ccc(C)c(S(=O)(=O)Nc2ccc(C(=O)NCCCN3CCCC3=O)cc2)c1
  .	-4.6	-12.4	-4.9	103.3	1.0	-3.6	94.4	-9.4
CCOc1ccc(N(CC(=O)NCC(C)C)S(C)(=O)=O)cc1
  104.0	1.2	-2.5	0.9	86.6	1.0	1.0	97.2	-16.1
COc1ccc(C(=O)Nc2cccnc2)cc1C(=O)Nc1cccnc1
  87.8	-2.8	6.3	4.6	109.9	0.0	1.2	89.3	7.5
CCOC(=O)N1CCN(C(=O)/C=C/c2ccc([N+](=O)[O-])cc2)CC1
  107.7	-0.7	8.3	4.0	80.9	1.0	2.0	102.5	8.8
N#C/C(=C\c1c(F)cccc1Cl)C(=O)NC1CC1
  88.6	-1.0	2.7	-3.6	98.3	5.0	1.9	120.0	9.7
O=C(CN(Cc1ccc(F)cc1)C(=O)c1ccco1)NCc1ccc(F)cc1
  115.3	-0.6	-0.6	-5.5	87.3	1.0	-0.9	101.0	17.9
CC(C)N(C(=O)Nc1ccc2nsnc2c1)C(C)C
  87.0	1.3	28.1	66.3*	102.1	17.0	52.0*	73.7	15.3
O=C(N/N=C/c1ccc([N+](=O)[O-])o1)c1cn2ccc3ccccc3c2n1
  89.0	-5.8	5.5	14.1	110.4	0.0	5.7	97.3	7.5
CC(Oc1ccccc1)C(=O)Nc1nnc(S(=O)(=O)N2CCCCC2)s1 (centres undefined)
  95.3	-1.5	-1.9	0.2	96.5	1.0	3.0	97.9	-3.1
CN(c1cccc(NC(=O)COc2ccc(Cl)cc2Cl)c1)S(C)(=O)=O
  85.9	2.0	1.2	-10.8	94.3	0.0	-3.0	91.9	8.3
Cc1ccccc1C(=O)N1CCN(c2ccc([N+](=O)[O-])c(N3CCOCC3)c2)CC1
  96.2	1.1	0.0	-0.1	84.8	0.0	5.6	110.4	-3.6
COc1ccc(N2CCCn3c2nc2c3c(=O)n(Cc3ccc(C)cc3)c(=O)n2C)c(OC)c1
  101.0	2.3	5.1	-5.9	91.7	4.0	-0.1	100.0	-15.0
COc1ccccc1NC(=O)NC1(C(=O)N2CCN(C)CC2)CCCCC1
  106.2	0.6	10.0	-1.7	104.8	2.0	4.2	105.1	-2.0
C=C(C)c1cccc(C(C)(C)NC(=O)NCCN(CC)CC)c1
  102.6	1.4	-3.8	8.1	82.3	0.0	4.4	91.8	1.6
CCC(C)(C(=O)NC1CCCCC1)N(Cc1ccco1)C(=O)CNC(=O)c1ccccc1 (centres undefined)
  95.7	-0.6	4.5	-1.0	107.5	0.0	4.3	108.4	1.3
COc1ccc(/C=C/C(=O)c2ccc(OC)cc2OC)c(OC)c1
  79.0	3.3	-2.1	-0.8	102.7	3.0	-1.1	91.7	-3.9
CCCc1cc(=O)[nH]c(SCC(=O)NC2(C#N)CCCCC2)n1
  97.2	.	3.7	-0.3	92.2	3.0	0.1	89.6	23.6
O=C(O)c1cc(N/N=C/c2ccncc2)ccc1Cl
  96.8	-3.2	-6.5	3.4	113.9	17.0	4.4	98.3	-4.3
CCOc1ccc(/C=N/NC(N)=S)cc1
  86.0	2.2	1.2	5.7	86.0	6.0	4.2	91.0	-3.4
Cc1ccc(NC(=O)C(=S)NCc2ccco2)cc1
  86.4	0.2	2.3	1.3	78.7	0.0	3.0	94.6	14.1
COc1ccc(C(=O)C2CCCN(C(=O)c3cccnc3SC)C2)c(C)c1 (centres undefined)
  95.9	1.0	-2.6	6.7	102.3	5.0	3.2	96.1	14.8
O=C(CSc1ccc([N+](=O)[O-])cc1)NCC1CCCCC1
  91.8	1.8	0.6	-7.1	92.5	0.0	-6.3	100.4	16.8
CCn1c(=O)c2c(nc(SCC(=O)N3CCCC(C)C3)n2C)n(C)c1=O (centres undefined)
  99.7	2.5	-4.5	4.9	118.5	1.0	5.2	100.6	5.8
COc1ccccc1CN1C(=O)[C@@H]2C(CCC(N)=O)NC3(C(=O)Nc4c3ccc(Cl)c4C)[C@@H]2C1=O (some centres undefined)
  101.7	0.2	-4.7	-1.6	110.0	0.0	3.7	109.2	12.4
OC12CC3C[C@H](C1)C(N1CCOCC1)[C@@H](C3)C2 (some centres undefined)
  103.1	-1.8	2.9	6.2	99.5	0.0	4.5	103.7	8.2
O=C(Nc1ccc2c(c1)OCCO2)C1CCCN1C(=O)Nc1ccc(F)cc1 (centres undefined)
  101.9	0.3	-4.3	-1.0	81.9	1.0	5.6	106.0	-14.6
O=C(CCS(=O)(=O)c1cccc2nsnc12)NCc1ccccc1Cl
  96.4	-0.2	-9.6	5.1	102.8	0.0	-0.6	93.8	-6.6
COc1cccc(C2C3=C(N=c4s/c(=C\c5ccccc5O)c(=O)n42)c2ccccc2CC3)c1OC (centres undefined)
  87.8	1.6	-2.9	9.3	101.6	0.0	10.3	92.9	-114.3
CC(C)(C)c1cc(NC(=O)COc2ccc(Br)cc2)n(-c2ccccc2)n1
  98.8	-0.1	-1.8	-1.9	92.8	0.0	-1.9	99.8	-1.6
CCN(Cc1cnn(C)c1)Cc1nc(C2(c3ccc(C)cc3)CCCC2)no1
  96.9	4.0	-4.0	-1.4	95.2	0.0	3.9	102.8	-2.3
CN(C)CCNC(=O)/C=N/O
  101.5	4.1	8.9	6.0	71.8	0.0	2.1	100.8	1.2
CCCCOC(=O)C1=C(C)NC(=O)NC1c1ccc(N(C)C)cc1 (centres undefined)
  108.7	2.6	2.7	2.4	107.2	0.0	0.5	104.8	-4.1
Clc1ccc(-c2cc(CSc3cccc(Cl)c3)on2)cc1
  101.4	-0.3	-1.2	-2.1	84.8	1.0	1.0	105.9	-5.6
COC(=O)c1nc2nc(C)cc(C(F)(F)F)n2n1
  91.1	3.3	1.4	3.6	93.7	0.0	1.1	100.5	6.5
Cc1cc(C(=O)NNC(=O)C2CCCC2)c(C)o1
  112.7	-1.3	0.7	4.4	89.2	0.0	-0.3	107.2	70.4*
c1ccc(Cn2nnnc2C(c2ccccc2)N2CCN(c3nc4ccccc4s3)CC2)cc1 (centres undefined)
  99.4	1.8	0.0	3.4	85.2	2.0	7.3	117.0	22.5
COc1cc(/C=N/N=C2/C(=O)Nc3ccccc32)cc(OC)c1O
  94.5	-15.9	-1.8	10.3	114.7	0.0	6.7	95.4	3.0
Cc1cccc(NC(=O)c2ccc(CN3CCN(Cc4ccccc4)CC3)cc2)c1
  112.9	-1.6	2.4	-6.3	94.0	0.0	-4.5	123.9	-1.4
CCOc1ccc2nc(NC(=O)CSc3cn[nH]n3)sc2c1
  102.6	0.4	-0.3	-1.4	95.9	0.0	-0.5	91.7	14.4
Cc1oc(-c2cccs2)nc1CN1CCC(c2ccccc2)CC1
  103.2	3.6	-1.8	-5.1	81.1	0.0	1.3	107.4	15.4
O=C(Oc1cccc2c(=O)[nH]ccc12)c1ccccc1
  100.1	.	2.9	5.9	77.8	0.0	2.8	103.0	-2.3
COc1ccccc1Nc1ncnc2c1c(C)c(C)n2CCCN(C)C
  98.8	0.9	-2.0	-0.1	82.4	0.0	-0.2	93.8	11.6
CCOc1ccc(NC(=O)CN(C)C(=O)c2cc(S(=O)(=O)N3CCCCC3)ccc2Cl)cc1OCC
  90.1	-0.4	4.3	4.0	96.8	4.0	2.2	103.0	3.4
O=S(=O)(c1ccc(NC(=S)N/N=C/c2cccc(Oc3ccccc3)c2)cc1)N1CCOCC1
  170.0*	0.7	-164.1	2.5	85.6	0.0	4.4	111.2	i
COc1cc(-c2noc(C)c2C#CC2(N)CCCCC2)cc(OC)c1OC
  94.8	-2.4	1.1	1.8	111.2	2.0	3.6	85.5	5.6
CN(C)CC(O)COc1cccc(OCC(O)CN(C)C)c1 (centres undefined)
  102.1	0.7	5.2	1.4	98.8	0.0	4.9	102.8	2.3
COc1ccccc1CNC(=O)COC(=O)/C=C/c1cccs1
  100.6	0.6	-1.9	-3.9	99.5	0.0	-1.3	101.0	1.1
CCCCC(=O)Nc1cc(OCC)c(NC(=O)c2ccccc2[N+](=O)[O-])cc1OCC
  103.7	3.0	1.9	3.6	122.6	0.0	3.5	102.0	19.3
CCOC(=O)C(C)(C)N(Cc1cccc(C)c1)S(=O)(=O)c1ccc(Cl)c([N+](=O)[O-])c1
  98.1	-0.7	7.3	10.2	102.5	0.0	0.7	100.6	12.9
O=C(Cc1ccccc1)N1CCC(c2nc3ccccc3[nH]2)CC1
  107.8	1.4	4.2	-1.6	81.7	2.0	-0.4	105.8	-2.7
CCCCN(C(=O)CN1C(=O)C2CCCCC2C1=O)c1c(N)n(CCC)c(=O)[nH]c1=O (centres undefined)
  103.1	-1.8	3.3	-21.4	82.9	2.0	-4.2	101.0	-0.9
O=C1c2ccccc2C(=O)N1CCCCN(C(=O)c1ccc([N+](=O)[O-])cc1)c1ccc(Cl)cc1
  104.2	-0.9	-5.5	-1.7	102.5	3.0	3.6	102.5	16.7
CC(C)c1ccc(NC(=O)CSc2nc(=O)n(CCCN3CCOCC3)c3c2CCC3)cc1
  97.8	-0.3	-9.7	-1.3	108.8	0.0	4.2	97.4	-27.5
O=C(O)CNC(=O)CC1S/C(=N/N=C/c2ccccc2O)NC1=O (centres undefined)
  111.4	-2.7	-2.6	8.1	78.0	2.0	-2.4	112.8	22.5
CCC(C)N1C(=O)CCC1C(=O)N1CCN(c2ccccc2F)CC1 (centres undefined)
  101.7	-1.7	4.2	-0.3	94.1	2.0	0.3	106.7	13.6
CC1(C)S[C@@H]2[C@H](NC(=O)C(NC(=O)N3CCNC3=O)c3ccccc3)C(=O)N2[C@H]1C(=O)O (some centres undefined)
  102.0	1.0	13.0	8.2	104.9	0.0	5.8	97.8	5.7
CCc1cc2cc3c(cc2nc1SCC(=O)Nc1cc(C)on1)OCO3
  96.4	0.5	-8.6	-2.4	106.3	2.0	1.2	99.2	8.6
O=[N+]([O-])c1ccc(-c2csc3[n+]2CCS3)cc1
  97.0	1.0	1.0	10.3	116.9	0.0	5.6	94.9	10.0

Three entries picked at random from those above:
Below each compound – CIT2-GFP yeast	MEX-5 binding	GLD-1 TGE inh	MCL1 BIM primary	Yeast superoxide	GRK2 inh	BCLXL inh	AGP1-GFP MLPCN	VLA-4 inh
CCCCN(C(=O)CN1C(=O)C2CCCCC2C1=O)c1c(N)n(CCC)c(=O)[nH]c1=O (centres undefined)
  103.1	-1.8	3.3	-21.4	82.9	2.0	-4.2	101.0	-0.9
Cc1ccc(NC(=O)C(=S)NCc2ccco2)cc1
  86.4	0.2	2.3	1.3	78.7	0.0	3.0	94.6	14.1
CCOC(=O)C(C)(C)N(Cc1cccc(C)c1)S(=O)(=O)c1ccc(Cl)c([N+](=O)[O-])c1
  98.1	-0.7	7.3	10.2	102.5	0.0	0.7	100.6	12.9

Screening results (PubChem BioAssay)
